Source: PubChem (several laboratories)
Pemphigus Ab inh: inhibitors of pemphigus antibody binding to DSG3, primary screen, biochemical, bead-based, flow cytometry, scFv-GFP. Desmoglein-3 (Homo sapiens), P32926. DSG3-coupled beads, scFv-anti-DSG3-GFP binding; stronger effect = lower value. binding (percent of control), % at 10 µM. actives 0.48% (n = 310,000). AID 588358, 2011;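 active = binding more than 3 SD below its plate's average and above zero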;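 note: hits lower antibody fragment binding to DSG3; some compounds called inactive have numbers as strong as hits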
Target sequence (P32926 whole entry, looked up, the tested form may be a part): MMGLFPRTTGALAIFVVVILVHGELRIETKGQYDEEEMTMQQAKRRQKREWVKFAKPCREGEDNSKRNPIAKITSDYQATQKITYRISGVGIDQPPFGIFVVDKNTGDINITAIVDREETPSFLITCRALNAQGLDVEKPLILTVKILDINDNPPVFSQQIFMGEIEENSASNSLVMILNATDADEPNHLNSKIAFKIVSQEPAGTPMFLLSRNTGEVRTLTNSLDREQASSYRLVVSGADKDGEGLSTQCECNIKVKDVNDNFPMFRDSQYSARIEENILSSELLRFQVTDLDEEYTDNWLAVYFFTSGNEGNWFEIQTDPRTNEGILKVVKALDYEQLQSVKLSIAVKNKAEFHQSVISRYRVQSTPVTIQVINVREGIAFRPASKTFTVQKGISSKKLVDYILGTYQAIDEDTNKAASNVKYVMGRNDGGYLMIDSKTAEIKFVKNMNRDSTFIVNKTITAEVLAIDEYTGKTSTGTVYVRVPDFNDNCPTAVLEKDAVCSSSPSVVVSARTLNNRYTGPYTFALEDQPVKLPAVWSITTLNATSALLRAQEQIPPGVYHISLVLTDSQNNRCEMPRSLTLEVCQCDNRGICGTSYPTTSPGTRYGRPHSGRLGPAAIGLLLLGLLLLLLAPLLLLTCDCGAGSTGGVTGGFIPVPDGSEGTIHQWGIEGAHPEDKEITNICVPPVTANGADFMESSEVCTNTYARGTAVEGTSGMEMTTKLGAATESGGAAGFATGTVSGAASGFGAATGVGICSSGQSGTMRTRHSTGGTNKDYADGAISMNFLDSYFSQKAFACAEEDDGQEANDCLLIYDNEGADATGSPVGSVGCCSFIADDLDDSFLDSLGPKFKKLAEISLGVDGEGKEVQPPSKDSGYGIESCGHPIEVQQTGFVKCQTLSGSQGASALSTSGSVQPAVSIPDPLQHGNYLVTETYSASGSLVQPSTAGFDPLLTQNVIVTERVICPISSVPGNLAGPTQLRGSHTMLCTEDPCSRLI
SR-BI DiI inh: inhibitors of SR-BI mediated HDL lipid uptake, primary screen, ldlA[mSR-BI] cells, fluorescence, single point. actives 0.96% (n = 320,000). ldlA[mSR-BI] CHO cells, DiI-HDL uptake fluorescence, 3 h. inhibition, % at 12.5 µM;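 active = mean replicate inhibition of at least 70% and a set share of replicates each scoring 70 or more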;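 note: 0% = median of neutral control wells and 100% = median of positive control wells; values of inactives mirror those of a sister screen read the other way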
NSD2 HMT inh: NSD2 histone methyltransferase inhibitors, primary screen, biochemical, AlphaScreen, single concentration, set 2; actives 0.54% (n = 310,000); NSD2 peptide methylation, 120 min; inhibition, % at 12.5 µM; Histone-lysine N-methyltransferase NSD2 (Homo sapiens), O96028; in the data active = inhibition above about 50%
Mot1-301 SUMO: yeast Mot1-301 growth rescue at high temperature, primary screen, SUMOylation pathway inhibitor project, S. cerevisiae, ATP luminescence, 38.5C; S. cerevisiae Mot1-301 growth rescue; percent above DMSO median, 100 means doubled; AID 2716, 2010; actives 1% (n = 320,000); growth rescue, % at 18.8 µM;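 active = every valid replicate shows activation above 250% relative to neutral control wells; inactive = the rest, any valid replicate at or below 250%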;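 note: OY570 slx delta 5 strain wells were the positive control but not used for scaling; some compounds called inactive have numbers as strong as hits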
MITF act: activators of MITF-driven TRPM1 promoter reporter, primary screen, cell-based, SK-MEL-5, luciferase, single point; actives 0.75% (n = 300,000); activation, % at 12.5 µM; AID 588334, 2011; SK-MEL-5 TRPM1-promoter luciferase, 24 h; % of positive control, neutral wells = 0;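 active = mean activation of at least 80% with every replicate also reaching 80%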;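 note: 0% = neutral control wells and 100% = parthenolide positive control wells; values of inactives mirror those of a sister screen read the other way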
PKA-R2B act: activators of PKA-R2B holoenzyme, primary screen, biochemical, fluorescence polarization, Cy5-IP20, human | cAMP-dependent protein kinase catalytic subunit beta (Homo sapiens) + cAMP-dependent … | PKA-R2B holoenzyme dissociation; R2B truncated from residue 108, S112A mutant; 0% DMSO only, 100% 113 µM cGMP | activation, % at 11.4 µM | actives 0.079% (n = 340,000) | AID 504700, 2011;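 active = activation above a cutoff set at the mean over all compounds plus 3 SD, cut at about 18% in these data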;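 note: higher means more holoenzyme dissociation and a rise in polarization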
PKA-R1A act: activators of PKA-R1A holoenzyme, primary screen, biochemical, fluorescence polarization, Cy5-IP20, bovine R1A, mouse PKAc. PKA-R1A dissociation; scaled: DMSO 0%, 113 µM cGMP 100%. activation, % at 11.4 µM. cAMP-dependent protein kinase type I-alpha regulatory subunit (Bos taurus) + …. actives 0.083% (n = 340,000). AID 504707, 2011;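 active = percent activation above the mean of all tested compounds plus 3 SD, cut at about 19% in these data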;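 note: higher means more PKAc released from R1A so a rise in polarization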
Arr AP2 block: inhibitors of beta-arrestin/AP2 binding, primary screen, biochemical, GPCR trafficking, flow cytometry | actives 0.31% (n = 340,000) | inhibition, % at 10 µM | beta-arrestin 1 C-terminal peptide binding to AP2 beta2-adaptin appendage (human) | FITC-arrestin peptide / GST-AP2 beads; AP2 beta2 appendage carries R879A mutation;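 active = inhibition above a set limit, near 3 SD of compounds lacking own fluorescence, cut at about 54% in these data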;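 note: plate controls were DMSO wells for no effect and 5 µM unlabelled arrestin peptide for full effect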
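system = GST-tagged AP2 beta2-adaptin appendage (R879A) on 4 µm glutathione beads | reagent = FITC-labelled arrestin peptide probe, 50 nM final | schedule = compound with beads 12 min RT, then probe 1 h RT | signal = HyperCyt-sampled flow cytometry, FL1 channel, ex 488/em 535 nm | read-out = percent response from loss of bead-bound FITC fluorescence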
CDK5 inh: inhibitors of human CDK5/p35 kinase, primary screen, biochemical, single concentration; AID 488839, 2010; Cyclin-dependent kinase 5 (Homo sapiens) + Cyclin-dependent kinase 5 activator 1 (Homo …; actives 0.01% (n = 330,000); inhibition, % at 10 µM; Recombinant CDK5/p35, ADP-Glo luminescence, 60 min;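 active = highest replicate inhibition of at least 50% and at least 75% of replicates reaching 50%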;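 note: plate controls were DMSO neutral control for no effect and GW8510 at 10 µM for full effect; many of its hits are not listed in these tables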
dFosB act: activators of delta FosB homodimer, primary screen, biochemical, fluorescence polarization, TAMRA-CDK5 oligo, single point. purified delta FosB; percent of positive-control signal above neutral wells. activation, % at 25 µM. actives 0.99% (n = 340,000);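 active = mean activation above about 17%, with every replicate also reaching it, limit read from the data, passing the limit was not always enough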;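 note: fluorescence polarization rise as delta FosB binds a TAMRA Cdk5 AP-1 oligo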
SR-BI DiI-HDL act: activators of SR-BI mediated DiI-HDL uptake, primary screen, ldlA[mSR-BI] CHO cells, DiI fluorescence. 3 h; 100 = double the neutral-control signal. activation, % at 12.5 µM. actives 0.096% (n = 320,000). AID 504775, 2011;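 active = mean replicate activation of at least 60% and every replicate at or above 60%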;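 note: 0% = median plate neutral-control signal and 100% = twice that signal; values of inactives mirror those of a sister screen read the other way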
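Assay system: LDL receptor-deficient CHO ldlA cells overexpressing murine SR-BI / Medium: BSA-supplemented, HEPES-buffered Ham's F12, pH 7.4 / Probe or stimulus: DiI-labelled HDL at 10 µg/mL final / Timing: compound with DiI-HDL co-incubation, 3 h at 37 °C / Technique: bottom-read cell fluorescence after medium removal, ex 550/em 595 nm / Measure: HDL uptake via cellular fluorescence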
* hit, by the source's call; . = not tested or not shown.

SMILES | Pemphigus Ab inh | SR-BI DiI inh | NSD2 HMT inh | Mot1-301 SUMO | MITF act | PKA-R2B act | PKA-R1A act | Arr AP2 block | CDK5 inh | dFosB act | SR-BI DiI-HDL act
CCSc1nc2c(c(=O)[nH]1)C(C(C)C)C(C#N)=C(N)O2 (stereo not drawn) | 110 | -8 | . | 33 | 0 | -7 | 1 | 1 | 1.4 | -2 | 8
Cc1csc(NC(=O)c2cc3c(s2)CCCC3)n1 | 109 | 45 | 0 | 12 | -2 | 2 | -12 | 22 | 0.1 | -1 | -45
O=C(CSc1nnc(-c2cccnc2)n1Cc1ccco1)c1ccc(Cl)c(Cl)c1 | . | 21 | 1 | -14 | . | 6 | -10 | 1 | -1.8 | -14 | -21
Cc1cccc(NC(=S)N2CCN(S(=O)(=O)c3cccc(F)c3)CC2)c1 | 105 | 23 | -1 | 326 | 9 | -6 | -5 | 6 | 0.8 | -8 | -23
S=c1[nH]nc(-c2ccc(Br)cc2)n1Cc1ccccc1 | 102 | -2 | 5 | 13 | -12 | -2 | -4 | -15 | 1.1 | -7 | 2
COCCNC(=O)c1ccc2c3n(nc2c1)-c1ccccc1CO3 | 99 | 0 | . | -4 | 73 | 1 | 5 | 37 | 4.3 | 9 | 0
CN(C)/N=C/c1cn(-c2ccccc2)nc1-c1cccnc1 | 110 | 13 | 8 | 15 | 8 | -9 | 0 | -16 | -0.7 | 1 | -13
O=C(NNC(=O)c1cccc(Br)c1)C(=O)N1CCCCC1 | 100 | -7 | -2 | 7 | -3 | 12 | 12 | 3 | 0.5 | -4 | 7
Cc1ccc(NS(=O)(=O)c2ccc(C(=O)N3CCN(S(=O)(=O)c4ccccc4)CC3)cc2)cc1 | 99 | -6 | 2 | -16 | -9 | -2 | 0 | -2 | 0.6 | 2 | 6
COc1cc(CNC(=O)c2ccccc2NC(=O)C2=C(C)OCCS2)cc(OC)c1OC | 99 | 12 | -3 | -11 | -14 | -10 | 0 | -2 | 0.3 | -10 | -12
CCOc1ccc(CCNC(=O)C(CC)n2nc(C)n3c(cc4sccc43)c2=O)cc1OCC (stereo not drawn) | 104 | 12 | -2 | -19 | -16 | -1 | 2 | 12 | -1.0 | -3 | -12
NS(=O)(=O)c1cccc(NC(=O)CSc2nnc(C3CC3)n2C2CC2)c1 | . | -5 | -1 | -11 | 2 | 0 | 5 | 4 | 1.0 | -5 | 5
CCC(C)n1c(SCC(=O)/C(C#N)=C(\C)N)nc2ccccc2c1=O (stereo not drawn) | 115 | -22 | 0 | -1 | -2 | 6 | -7 | 8 | 0.9 | -2 | 22
COc1ccc(-c2cc(C(F)F)n3ncc(C(=O)Nc4cccc(S(=O)(=O)N5CCOCC5)c4)c3n2)cc1 | 107 | 31 | -1 | -10 | 5 | -25 | 3 | 0 | 2.5 | 33* | -31
COc1ccc(C(=O)/C(C#N)=N/Nc2cccc([N+](=O)[O-])c2)cc1 | 97 | 7 | 11 | . | -12 | -1 | 0 | 18 | 1.0 | 2 | -7
C=CCn1c(N)cc(=O)nc1SCC(=O)Nc1ccc(C(=O)OC)cc1 | 117 | 2 | 3 | -9 | -5 | 6 | -10 | -10 | 2.2 | -5 | -2
O=C(Cc1ccc(F)cc1)N1CCC(CC2CC(c3cccc(Br)c3)=NO2)(C(=O)NCC2CCCCC2)CC1 (stereo not drawn) | 99 | 15 | . | 3 | 8 | -3 | -11 | 27 | 0.8 | 1 | -15
COc1ccc(-n2c3c(cc(C(=O)NNc4ccccc4C)c2=O)C(=O)CC(C)(C)C3)cc1 | 97 | 15 | 0 | -7 | 0 | -2 | -7 | -2 | 0.4 | -11 | -15
CC(C)(C)c1ccc(-c2noc(-c3ccc4c(c3)CCO4)n2)cc1 | 106 | -6 | 0 | -1 | . | -3 | -8 | 18 | -0.3 | -1 | 6
COc1cc(CN2CCN(c3ccccc3F)CC2)cc(OC)c1O | 107 | 3 | -1 | -4 | 1 | 12 | -6 | 9 | 0.5 | -9 | -3
O=C(CCCCn1c(=O)c2ccccc2n(CC(=O)Nc2cccc(F)c2)c1=O)NCc1ccco1 | 101 | -16 | -1 | 27 | 9 | -6 | 4 | 5 | -2.0 | 24* | 16
Nc1ccc(C(=O)Nc2ccccc2C(=O)O)cc1 | 78 | -85 | . | -12 | . | -12 | -6 | 26 | -1.7 | -5 | 85*
CCOC(=O)C1=C(COC(=O)CCNS(=O)(=O)c2ccc(NC(C)=O)cc2)NC(=O)NC1C (stereo not drawn) | . | -6 | -5 | -3 | 2 | -4 | 1 | -3 | 1.1 | -6 | 6
CC(C)CN(CC(C)C)c1nc(N)c(C#N)c(CC#N)c1C#N | 115 | 60 | 0 | -5 | 7 | -3 | -10 | 10 | -0.6 | -13 | -60
O=C(COc1cccc2c1CCN(Cc1ccccc1)C2=O)N1CCCCC1 | . | 21 | -2 | 325 | -3 | -8 | -1 | -6 | -0.1 | -9 | -21

4 entries already listed, arranged by the number in SR-BI DiI-HDL act, ascending:
SMILES | Pemphigus Ab inh | SR-BI DiI inh | NSD2 HMT inh | Mot1-301 SUMO | MITF act | PKA-R2B act | PKA-R1A act | Arr AP2 block | CDK5 inh | dFosB act | SR-BI DiI-HDL act
O=C(CSc1nnc(-c2cccnc2)n1Cc1ccco1)c1ccc(Cl)c(Cl)c1 | . | 21 | 1 | -14 | . | 6 | -10 | 1 | -1.8 | -14 | -21
COc1cc(CN2CCN(c3ccccc3F)CC2)cc(OC)c1O | 107 | 3 | -1 | -4 | 1 | 12 | -6 | 9 | 0.5 | -9 | -3
S=c1[nH]nc(-c2ccc(Br)cc2)n1Cc1ccccc1 | 102 | -2 | 5 | 13 | -12 | -2 | -4 | -15 | 1.1 | -7 | 2
CCOC(=O)C1=C(COC(=O)CCNS(=O)(=O)c2ccc(NC(C)=O)cc2)NC(=O)NC1C (stereo not drawn) | . | -6 | -5 | -3 | 2 | -4 | 1 | -3 | 1.1 | -6 | 6

Some of the entries so far, as labelled records:
CN(C)/N=C/c1cn(-c2ccccc2)nc1-c1cccnc1
  Pemphigus Ab inh: 110 | SR-BI DiI inh: 13 | NSD2 HMT inh: 8 | Mot1-301 SUMO: 15 | MITF act: 8 | PKA-R2B act: -9 | PKA-R1A act: 0 | Arr AP2 block: -16 | CDK5 inh: -0.7 | dFosB act: 1 | SR-BI DiI-HDL act: -13
O=C(NNC(=O)c1cccc(Br)c1)C(=O)N1CCCCC1
  Pemphigus Ab inh: 100 | SR-BI DiI inh: -7 | NSD2 HMT inh: -2 | Mot1-301 SUMO: 7 | MITF act: -3 | PKA-R2B act: 12 | PKA-R1A act: 12 | Arr AP2 block: 3 | CDK5 inh: 0.5 | dFosB act: -4 | SR-BI DiI-HDL act: 7

Printed as active in SR-BI DiI-HDL act (from the list above):
SMILES | Pemphigus Ab inh | SR-BI DiI inh | NSD2 HMT inh | Mot1-301 SUMO | MITF act | PKA-R2B act | PKA-R1A act | Arr AP2 block | CDK5 inh | dFosB act | SR-BI DiI-HDL act
Nc1ccc(C(=O)Nc2ccccc2C(=O)O)cc1 | 78 | -85 | . | -12 | . | -12 | -6 | 26 | -1.7 | -5 | 85*

Following part:
SMILES | Pemphigus Ab inh | SR-BI DiI inh | NSD2 HMT inh | Mot1-301 SUMO | MITF act | PKA-R2B act | PKA-R1A act | Arr AP2 block | CDK5 inh | dFosB act | SR-BI DiI-HDL act
Cc1ccc(CNC(=O)CN(C(=O)C2(C)CC(=O)N=C3C=CC=CN32)c2cccc(C)c2C)cc1 (stereo not drawn) | . | -20 | . | 7 | -5 | -1 | 4 | 26 | 0.8 | -4 | 20
COc1ccccc1NC(=O)CCC(=O)OCC(=O)c1ccc(C)c([N+](=O)[O-])c1 | 112 | -30 | -1 | 4 | 20 | -6 | -6 | -3 | -0.8 | 6 | 30
CCCCN1C(=S)NC[C@@H]1Cc1cccc2ccccc12 | 101 | -19 | . | 2 | 32 | 1 | -11 | 2 | -0.1 | -4 | 19
O=C(/C=C/c1ccc(Cl)cc1)Nc1ccc(N2CCCCC2)cc1 | 99 | 19 | 4 | 1 | -5 | 0 | 7 | 7 | -0.9 | -8 | -19
COc1ccc(N(CC(=O)NCCSc2ccccn2)S(C)(=O)=O)cc1 | 103 | -30 | 127* | 6 | . | 5 | 11 | 8 | -1.9 | -1 | 30
COC(=O)CCC(=O)Nc1nc(-c2ccccc2)cs1 | 99 | -21 | . | 334* | 18 | 8 | 7 | 3 | 2.4 | -13 | 21
NC(=O)CN1CCOCCOCCN(CC(N)=O)CCOCC1 | 99 | 3 | -4 | -13 | 0 | 0 | 2 | -50 | -0.7 | 5 | -3
CC(=O)c1cccc(S(=O)(=O)NCCC(=O)NC2CCCCCC2)c1 | 98 | -16 | 1 | -9 | -2 | -2 | -6 | -16 | -1.1 | 1 | 16
C/C(=N/NS(=O)(=O)c1ccccc1)c1ccc(NC(=O)C(F)(F)F)cc1 | 98 | -51 | -4 | . | -2 | 2 | -2 | -2 | -1.2 | -6 | 51
Cc1cc(/C=C2/SC(=O)N(CC(=O)N3CCCC3)C2=O)c(C)n1C | 103 | . | -1 | 4 | . | 3 | -3 | -9 | -0.6 | 0 | .
Cc1ccc(S(=O)(=O)N(Cc2cc3cccc(C)c3[nH]c2=O)c2ccccc2)cc1 | 100 | 5 | -3 | 1 | -24 | -6 | -6 | 4 | 1.7 | -15 | -5
COc1ccc(CNC(=O)CCn2cccc2)cc1 | 103 | -9 | . | -13 | . | -5 | 4 | 5 | -0.6 | -1 | 9
CNC(=S)Nc1cccc(C(=O)OC)c1 | 94 | -10 | 0 | -5 | . | . | . | -4 | 1.4 | -2 | 10
